Screening data deposited in PubChem BioAssay by several laboratories.
Large T inhibition: SV40 large T antigen inhibitors, biochemical (AID 1903); inhibition, % at 20 µM; hits with a dose series show IC50 in µM; hit rate 0.39% among 310,000; SV40 large T antigen ATPase/helicase inhibition assay; higher % means a stronger effect; in the data active = a potency from the dose series; note: strong numbers were not always called active
GPR55 LPI antagonism: GPR55 antagonists blocking LPI-driven arrestin recruitment, primary screen, imaging, U2OS, beta-arrestin-GFP, LPI agonist (AID 2013); G-protein coupled receptor 55 (Homo sapiens); U2OS GPR55 beta-arrestin-GFP translocation imaging, LPI antagonism; higher % means a stronger effect; inhibition, % at 10 µM, or IC50 in µM where a hit was titrated; hit rate 0.13% among 290,000;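 active = spots per cell inhibited over 60%, with over 100 cells counted and total cytoplasm intensity under 500,000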;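 note: U2OS cells stably carrying GPR55 and arrestin-GFP stimulated by 5 µM LPI near EC80; imaged beta-arrestin-GFP aggregate spots per cell after agonist stimulation; plate controls were LPI-stimulated DMSO wells for no effect and DMSO wells without LPI for full effect; some results filed as inactive read as strong as hits; confirmed hits need IC50 under 10 µM and bright autofluorescent wells are also inconclusive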
LYP inhibition: inhibitors of LYP phosphatase, biochemical, fluorescence intensity, uHTS (AID 1779); Tyrosine-protein phosphatase non-receptor type 22 (Homo sapiens); recombinant LYP phosphatase, fluorescence intensity; higher % means a stronger effect; inhibition, % at 11.5 µM; hits with a dose series show IC50 in µM; hit rate 0.054% among 290,000; in the data active = inhibition above about 50%;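 note: plate controls were vehicle with enzyme for no effect and no enzyme for full effect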
Rac1 GTP hydrolysis: MgcRacGAP GTPase-activating activity inhibitors, confirmation, biochemical, ADP Hunter fluorescence; Rac GTPase-activating protein 1 (Homo sapiens); MgcRacGAP-stimulated Rac1 GTP hydrolysis, ADP Hunter fluorescence; higher % means a stronger effect; GST-tagged Rac1 F28L mutant substrate; inhibition, % at 30 µM, or IC50 in µM where a hit was titrated; hit rate 0.6% among 340,000; AID 624330, 2012;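 active = first-screen hits whose inhibition reached a set limit at any dose in the follow-up dose series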;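 note: fluorescence reports GDP produced by GAP-driven GTP hydrolysis; strong numbers were not always called active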
T cell modulator: modulators of CD8 T cell-vesicle binding, primary screen, mouse 2C CD8+ T cells, flow cytometry; 2C CD8+ T cell-vesicle binding; hits give low values; calls only at 7 µM; hit rate 0.068% among 330,000;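 active = response, share of CD8 T cells binding vesicles, and their 90th percentile fluorescence all below set limits, cut at about 80% in these data, passing the limit was not always enough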
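Test system: purified 2C TCR transgenic mouse naive CD8+ T cells. Probe or stimulus: QL9-peptide-loaded Drosophila micro-vesicles bearing Ld, ICAM-1 and B7-1. Incubation: binding step 1.5 h, 37 °C, antibody labelling 20 min, ice. Measured by: flow cytometry of vesicle-bound cells.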
NTR1 ag: agonists of NTR1, primary screen, imaging, U2OS cells, beta-arrestin-GFP, high content (AID 493036); Neurotensin receptor type 1 (Homo sapiens), P30989; NTR1-U2OS beta-arrestin-GFP spot imaging, agonist mode; activation, % at 20 µM; hit rate 0.17% among 330,000;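 active = activation at or above 40% of the spot to cytoplasm intensity ratio, with at least 20 cells analyzed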;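 note: 0% = DMSO without peptide and 100% = 100 nM NTR1 peptide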
Target sequence (P30989 whole entry, looked up): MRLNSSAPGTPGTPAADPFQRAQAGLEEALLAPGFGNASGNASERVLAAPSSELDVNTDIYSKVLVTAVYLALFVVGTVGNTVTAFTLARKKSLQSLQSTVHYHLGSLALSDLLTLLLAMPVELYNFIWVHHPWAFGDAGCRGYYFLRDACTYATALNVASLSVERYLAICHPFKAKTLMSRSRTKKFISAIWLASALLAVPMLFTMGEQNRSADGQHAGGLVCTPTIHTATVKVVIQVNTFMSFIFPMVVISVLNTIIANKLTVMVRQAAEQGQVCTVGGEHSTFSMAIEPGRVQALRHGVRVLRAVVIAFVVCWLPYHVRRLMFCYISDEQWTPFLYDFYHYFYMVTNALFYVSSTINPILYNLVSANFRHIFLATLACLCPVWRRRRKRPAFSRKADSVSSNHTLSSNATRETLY
Hep lipid drop: inhibitors of hepatocyte lipid droplet formation, primary screen, imaging, high-throughput imaging, BODIPY stain. AID 1656, 2009. inhibition, % at 6.5 µM. hit rate 0.4% among 240,000. AML12 mouse hepatocytes, oleate lipid droplets;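 active = lipid droplet intensity inhibited by at least 50%, with more than 500 cells counted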
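material = mouse AML12 hepatocyte cell line, fixed after treatment | also added = 100 µM oleic acid challenge | doses = compound at 6.5 µM only | schedule = overnight exposure | technique = Image-based BODIPY and DAPI two-channel analysis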
GPR55 beta-arrestin: GPR55 agonists via beta-arrestin recruitment, primary screen, imaging, U2OS cells, beta-arrestin-GFP redistribution (AID 1961). U2OS GPR55 beta-arrestin-GFP redistribution imaging; higher % means a stronger effect. activation, % at 10 µM; hits with a dose series show EC50 in µM. hit rate 0.048% among 290,000. G-protein coupled receptor 55 (Homo sapiens);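 active = activation above 40% with more than 50 cells counted in the well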;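 note: U2OS osteosarcoma cells stably expressing GPR55 and beta-arrestin-GFP; plate controls were DMSO negative control for no effect and LPI positive control for full effect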
GPR35 antagonists: GPR35 antagonists blocking zaprinast-driven arrestin recruitment, primary screen, imaging, U2OS, beta-arrestin-GFP, zaprinast agonist (AID 2058); G-protein coupled receptor 35 (Homo sapiens); U2OS GPR35 beta-arrestin-GFP translocation imaging, zaprinast antagonism; higher % means a stronger effect; inhibition, % at 10 µM, or IC50 in µM where a hit was titrated; hit rate 0.052% among 290,000;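 active = inhibition of at least 50% with at least 30 cells and total cytoplasm GFP at most 10,000,000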
Hep lipid drop cells 6.5 µM: further read-out of Hep lipid drop, marked with its call; cell count; measured here: cell count, cytotoxicity flag;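 cells counted across two imaged fields per well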
T cell modulator vesicle-bound %: also measured in T cell modulator; calls as there; double positive events, %; measured here: CD8+ vesicle-bound cell fraction;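 binding gate set so that unloaded-vesicle control wells show 10% double positive cells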
NTR1 ag cell count 20 µM: also measured in NTR1 ag; calls as there; cell count; measured here: cell count, cytotoxicity flag
Numbers without * were called inactive; i = inactive; x = no result given.

Compound,NTR1 ag,GPR35 antagonists,NTR1 ag cell count 20 µM,Hep lipid drop,GPR55 beta-arrestin,Large T inhibition,GPR55 LPI antagonism,Hep lipid drop cells 6.5 µM,Rac1 GTP hydrolysis,LYP inhibition,T cell modulator vesicle-bound %,T cell modulator
Cc1ccc(C(=O)N2CCN(C(=O)c3ccccc3)C2c2ccc(N(C)C)cc2)cc1 (centres undefined),0.1,12.1%,49,0.3,1.6%,1.5%,29.6%,645,11.5%,4.3%,52.7,i
Cc1cccc(NC(=O)c2ccccc2NC(=O)Cc2ccccc2)c1C,1.7,-2.2%,39,-2.9,-0.3%,1.7%,-6.2%,696,-0.6%,-8.2%,37.8,i
O=C(Cc1cccc(Cl)c1)Nc1ccc(Br)cc1,1.9,6.8%,45,-2.2,0.1%,-2.3%,6.6%,676,0.8%,-3.0%,20.1,i
CCOC(=O)CN1CC23C=CC(O2)C(C(=O)NCc2cccs2)C3C1=O (centres undefined),1.5,-3.2%,50,7.6,-0.2%,1.6%,-15.6%,770,1.6%,-10.8%,50.6,i
COc1ccc(NC(=O)Cn2c(=O)sc3ccccc32)cc1,1.3,-10.5%,39,-6.4,0.0%,4.3%,0.1%,806,0.3%,-0.5%,53.1,i
COc1ccc(C(=O)NCCSc2ccccc2)cc1OC,1.7,-16.6%,28,-1.1,-0.1%,5.5%,-4.4%,692,2.3%,5.7%,58.2,i
Cc1cc(/C=C2/NC(=O)NC2=O)c(C)n1-c1ccncc1,5.1,4.1%,43,10.4,-0.2%,6.7%,8.4%,721,5.8%,-5.7%,30.6,i
O=C(Nc1ccccc1C(=O)NCC1CCCO1)c1ccc(Cl)cc1Cl (centres undefined),1.6,8.6%,63,x,-0.1%,-2.0%,17.6%,x,3.0%,-7.0%,21.5,i
COc1ccc(OC)c(-n2c(=S)[nH]c3c(sc(=S)n3-c3ccccc3)c2=O)c1,0.7,4.1%,52,-5.7,-0.3%,10.0%,24.5%,714,8.2%,1.2%,25.0,i
CC(Oc1ncnc2ccccc12)C(=O)Nc1cccc(S(=O)(=O)N2CCOCC2)c1 (centres undefined),-1.8,3.4%,53,-3.0,0.2%,-7.2%,-6.9%,675,5.5%,-4.7%,5.0,i
CCC(=O)Nc1ccc(S(=O)(=O)Nc2cccc(C)c2)cc1OC,-1.7,-9.1%,78,-29.4,0.2%,-0.4%,-0.6%,781,1.3%,5.7%,46.4,i
COc1ccc(-c2cc(C)no2)cc1S(=O)(=O)NCCCN1CCCCCC1,0.3,-8.7%,72,9.6,-0.2%,1.8%,2.8%,706,2.4%,-7.4%,37.3,i
C=CCn1c(=O)c(C(=O)NCc2ccccc2)c(O)c2ccccc21,8.8,-3.8%,70,0.9,0.4%,-4.5%,2.9%,811,3.4%,-4.9%,54.1,i
O=S(=O)(Oc1ccc(C(=S)N2CCOCC2)cc1)c1ccc(Cl)cc1,0.9,-5.4%,66,-0.7,0.0%,11.6%,x,834,6.5%,1.2%,55.7,i
CCCC1=NN(C(=O)Cc2ccc([N+](=O)[O-])cc2)C(O)(C(F)(F)F)C1 (centres undefined),-0.6,12.2%,46,0.2,0.6%,5.9%,3.7%,706,1.4%,-3.8%,51.3,i
CC(C)Cc1oc(C(=O)O)cc1CN,-0.7,1.4%,56,-13.5,0.3%,-2.6%,-1.8%,679,4.5%,-17.8%,10.7,i
CCC(=O)Nc1cccc(SC)c1,2.5,-6.8%,53,-8.8,-0.2%,5.7%,-3.2%,721,-6.0%,2.5%,46.1,i
CSc1ccccc1NC(=O)c1cc(-c2ccco2)on1,1.6,6.8%,58,24.3,0.7%,3.6%,15.2%,770,11.5%,-5.9%,29.8,i
COc1ccc(-c2nn(-c3ccccc3)cc2CO)cc1,1.6,15.7%,46,6.5,-0.1%,8.8%,8.2%,790,1.5%,-5.5%,41.5,i
O=C(O)c1cc([N+](=O)[O-])ccc1NCc1ccccn1,-1.4,x,96,x,x,7.9%,x,x,2.6%,x,34.7,i
O=C(CCSc1ccccc1)NNC(=O)c1ccccc1F,-0.4,x,67,x,x,12.6%,x,x,4.4%,x,47.7,i
CCCN(CCO)CCCc1ccccc1,-0.8,-10.2%,50,9.9,-0.2%,12.8%,6.1%,780,37.6%,-1.3%,50.6,i
O=C(CSc1ccc2nnc(-c3ccccn3)n2n1)Nc1ccc2c(c1)OCCO2,-2.7,8.6%,74,x,0.3%,3.0%,-6.5%,x,-6.4%,-6.7%,27.5,i
COCCn1c(C)cc(C(=O)CSc2nc3ccccc3o2)c1C,-0.8,1.5%,70,x,-0.3%,20.1%,3.0%,x,8.7%,4.8%,22.6,i
CC(C)CNc1nc(NC(C)(C)C)nc(Oc2ccc(=O)[nH]n2)n1,-1.0,-12.8%,54,-11.4,-0.1%,-1.5%,15.7%,624,-9.6%,-12.8%,50.3,i
CCOC(=O)C1CCCN(C(=O)c2cc(COc3ccc(C)nc3)on2)C1 (centres undefined),1.6,-5.4%,46,-5.8,0.3%,-12.9%,-10.9%,697,7.3%,-11.7%,37.5,i
COc1ccc(-n2nc(C(=O)NCC(=O)N3CCC(C(N)=O)CC3)c3ccccc3c2=O)cc1,-0.4,1.4%,43,-18.2,-0.2%,6.5%,4.1%,749,2.4%,0.3%,27.9,i
CCCc1c(C)c2ccccc2[nH]c1=O,-1.5,-4.2%,47,1.2,-0.1%,9.6%,-6.2%,794,2.5%,5.0%,57.2,i
CC(C)NC(=O)c1sc2nc(-c3cccs3)cc(-c3cccs3)c2c1N,0.3,-9.1%,89,-5.4,0.5%,15.1%,30.0%,760,x,4.8%,17.4,i
N#CN=C(c1ccccc1)c1ccccc1,-3.3,-5.5%,51,-26.3,-0.2%,13.1%,3.7%,769,8.0%,-9.0%,38.2,i
O=C1Nc2ccccc2C(O)(C(=O)NCc2ccco2)N1c1ccc(Cl)c(Cl)c1 (centres undefined),0.1,-7.4%,35,x,0.0%,25.1%,-6.8%,x,-6.3%,-5.6%,57.8,i
CC(C)c1ccc(CNC(=O)C2CCCN2S(=O)(=O)c2ccccc2)cc1 (centres undefined),1.0,0.3%,86,1.7,0.0%,2.0%,-11.6%,725,8.4%,-10.4%,28.2,i
CCOc1ccc(CN2C(=O)c3ccccc3C2C(=O)NCc2cccnc2)cc1 (centres undefined),-1.3,-7.0%,46,13.8,-0.1%,-3.5%,-8.7%,752,5.3%,-7.7%,25.8,i
Cc1c(Cl)c([N+](=O)[O-])nn1CCCC(=O)Nc1sc2c(c1C(N)=O)CCC(C)C2 (centres undefined),11.7,-5.2%,71,16.7,0.6%,0.9%,11.2%,637,2.1%,-4.6%,42.9,i
CC(C)C(=O)Nc1cc2c3c(c1)CCN3C(=O)CC2,-0.9,8.0%,73,6.5,-0.3%,-4.9%,3.6%,766,8.3%,-9.1%,29.3,i
O=C(Cc1cccs1)Nc1cccc(-c2nnc(-c3ccco3)o2)c1,-0.8,-14.6%,55,-0.4,0.1%,5.3%,-2.3%,703,5.3%,-1.4%,51.9,i
COc1ccc(C(=O)Nn2c(C)ccc2C)cc1OC,2.8,0.8%,32,10.3,-0.4%,4.5%,11.7%,744,11.2%,-4.0%,54.4,i
COCCn1cnc2c1c(=O)n(CC(=O)NCC(F)(F)F)c(=O)n2Cc1ccccc1,-1.1,7.5%,105,0.1,-0.1%,5.2%,-4.7%,807,2.9%,-8.6%,24.7,i
O=C(CSc1nnc(NC(=O)c2ccccc2)s1)NCc1ccco1,0.1,16.7%,62,-1.8,-0.1%,3.2%,-17.0%,776,13.0%,-5.0%,31.0,i
COc1ccc(-c2noc(CCC(=O)Nc3cccnc3)n2)cc1OC,0.8,-0.4%,37,x,-0.3%,15.9%,-1.7%,x,0.9%,-8.1%,37.4,i
CCCc1cc(NCCCO)n2c(nc3ccccc32)c1C#N,1.0,0.5%,54,18.3,-0.6%,6.0%,-13.2%,707,x,-19.7%,59.0,i
Oc1ccc(C[C@@H]2CNCCN2CC2(c3ccccc3)CC2)cc1,-2.1,x,79,x,x,3.3%,x,x,11.5%,x,48.3,i
COc1cc2[nH]c(=O)n(CCCC(=O)N3CC=C(c4ccccc4)CC3)c(=O)c2cc1OC,-0.3,-1.7%,97,15.9,0.0%,10.2%,4.4%,774,5.4%,-5.9%,18.5,i
